ST2 IL33 inh: inhibitors of human ST2 (IL1RL1) binding to IL-33, primary screen, biochemical, AlphaLISA; inhibition, % for hits at 17 µM; Interleukin-1 receptor-like 1 (Homo sapiens), Q01638; AlphaLISA ST2-Fc/biotin-IL-33 interaction, 1 h; AID 1259354, 2018; 2.3% of 78,000 active; in the data active = inhibition above about 30%; inconclusive = mostly about 10% to 28%
Target sequence (Q01638 whole entry, looked up): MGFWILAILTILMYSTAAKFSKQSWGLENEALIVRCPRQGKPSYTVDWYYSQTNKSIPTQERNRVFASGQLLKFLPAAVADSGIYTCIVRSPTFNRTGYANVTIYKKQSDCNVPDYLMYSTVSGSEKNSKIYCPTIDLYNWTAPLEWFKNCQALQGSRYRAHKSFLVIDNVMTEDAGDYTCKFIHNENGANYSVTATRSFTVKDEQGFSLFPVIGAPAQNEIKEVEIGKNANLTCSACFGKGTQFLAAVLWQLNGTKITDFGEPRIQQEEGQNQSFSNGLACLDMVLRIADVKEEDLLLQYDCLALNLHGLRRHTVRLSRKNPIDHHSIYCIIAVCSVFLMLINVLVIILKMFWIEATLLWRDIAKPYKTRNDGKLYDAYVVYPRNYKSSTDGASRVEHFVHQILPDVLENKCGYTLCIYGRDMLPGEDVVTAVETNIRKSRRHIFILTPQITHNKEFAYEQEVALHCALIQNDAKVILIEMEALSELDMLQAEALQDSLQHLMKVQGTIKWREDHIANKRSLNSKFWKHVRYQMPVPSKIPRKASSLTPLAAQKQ
Calls only; i = inactive; ? = inconclusive. These rows are one share of the data; count on the stated rates, not on these rows.

SMILES	ST2 IL33 inh
COc1cc([N+](=O)[O-])cc2c(CCN)c(C(=O)O)[nH]c12	i
COc1cc(C(C)=O)ccc1OC(=O)COc1cc(C)ccc1C(C)C	i
O=S(=O)(Nc1ccccn1)c1ccc(N=Cc2cccnc2)cc1	i
Cc1cc(C)n2nc3nc(N4CCCCC4)nc(-c4ccccc4)c3c2n1	i
COc1cccc(NC(=O)C2CCN(c3ccc(-c4cccs4)nn3)CC2)c1	i
COc1ccccc1CNS(=O)(=O)c1ccc(OC)c(OC)c1	?
O=C1NC(=Nc2ccccc2Cl)S/C1=C/c1ccc2c(c1)OCO2	?
COc1ccc(CNC(=O)C[C@@H]2[C@H](O)CC[C@@H]3[C@](C)(CO)[C@H](O)CC[C@]32C)cc1OC	i
Cc1nc(N2CCC(C(=O)NCCc3ccccc3)CC2)nc2cc3c(cc12)CCC3	?
O=C(Nc1cccc(-n2cccn2)c1)C1CCCN1C(=O)c1ccsc1 (centres undefined)	?
Cc1nnc(SCCNC(=O)CC2CCc3ccccc32)s1 (centres undefined)	?
Cc1nc(NC(=O)Nc2ccc(Cl)cc2)sc1CC(Cl)(Cl)Cl	i
CCOC(=O)c1c(NC(=O)c2noc3c2CCCC3)sc(C)c1C	?
NC(=O)c1sc2nc(-c3ccccc3)ccc2c1N	i
O=C(O[n+]1ccc(N2CCOCC2)cc1)N1CCCCC1	i
CCc1ccc(NS(=O)(=O)c2ccc(C(=O)N(C)C)s2)cc1	i
CCN(CC)c1ccc(C2NC(=O)NC(C)=C2C(=O)OCCOC(C)C)cc1 (centres undefined)	?
CCc1ccc(-n2c(CN3CCN(C(=O)NCc4ccc(OC)cc4)CC3)nc3cccnc32)cc1	i
CC(=O)c1cc(C(=O)NCc2cccnc2N(C)Cc2ccccc2)cs1	?
CSc1nnc(C(O)c2ccccc2)n1-c1ccccc1 (centres undefined)	?
Cc1cc2ncn(CC(O)COC3CCCCC3)c2cc1C (centres undefined)	i
Cn1c2c(c3cc(Br)ccc31)CCCC2=O	?
CC(=NC(C)C)C1=C(O)CC(C)(C)CC1=O	i
O=C(c1sccc1Cl)N1CCc2c(nc(-c3ccccc3)[nH]c2=O)C1	?
COc1ccc(NC(=O)CN2C(=O)CCc3cc(S(=O)(=O)N4CCCC4)ccc32)cc1OC	i
CCOC(=O)c1c(NC(=O)c2ccc(C)cc2)sc(C(C)=O)c1C	i
O=C(NCCc1ccccc1)c1ccc(Cl)c(Cl)c1	i
CCN(C(C)=O)C1CCN(Cc2ccc(C(=O)Nc3c(C)noc3C)cc2)C1 (centres undefined)	?
CCCCN(C)C(=O)C1CCC(Cn2c(=O)c3sccc3n(CC(=O)N(CC)CC)c2=O)CC1 (centres undefined)	i
CS(=O)(=O)Nc1nc2ccc(Cl)cc2s1	i
Cn1c(=NC(=O)c2ccc(S(=O)(=O)N3CCCCC3)cc2)sc2ccccc21	i
CC(C)c1nn(C)c2c1C(c1ccc(Sc3nncn3C)o1)CC(=O)N2 (centres undefined)	i
O=C(Oc1ccccc1)c1cc2cc(Br)ccc2oc1=O	?
Cc1cccc(CCNc2nc3c(c(=O)n(C)c(=O)n3C)n2C)c1	i
CCC1=NOC(CNc2nccc(CCC(F)(F)F)n2)C1 (centres undefined)	i
CC(=O)c1ccc(NC(=O)N[C@H]2CO[C@H]3[C@@H]2OC[C@@H]3Nc2nccc(-c3cccc(F)c3)n2)cc1	i
Cc1ccc(-n2nc(C)c3c(C)cc(=O)oc32)cc1C	i
CCCOc1ccc(/C=c2\sc3ncnn3c2=O)cc1	?
CCOc1ccccc1NC(=O)CCC1CCCCC1	i
CCOC(=O)Cn1c(=O)n(-c2ccc(F)cc2)c2nc(-c3ccc(C(C)C)cc3)nc(C(N)=O)c21	i

Rewritten as labelled records: part of the list above.
SMILES: Cn1c(=NC(=O)c2ccc(S(=O)(=O)N3CCCCC3)cc2)sc2ccccc21
- ST2 IL33 inh: i

SMILES: CC(C)c1nn(C)c2c1C(c1ccc(Sc3nncn3C)o1)CC(=O)N2 (centres undefined)
- ST2 IL33 inh: i

SMILES: O=C(Oc1ccccc1)c1cc2cc(Br)ccc2oc1=O
- ST2 IL33 inh: ?

SMILES: Cc1cccc(CCNc2nc3c(c(=O)n(C)c(=O)n3C)n2C)c1
- ST2 IL33 inh: i

(next part)
SMILES	ST2 IL33 inh
CC(=O)Nc1nc(SCc2ccccc2Cl)n[nH]1	i
O=C1C2C(c3cccc(F)c3)OC3(C(=O)c4ccccc4C3=O)C2C(=O)N1C1CCCCC1 (centres undefined)	i
Cc1ncc(C(=O)NCC2CCN(Cc3cccnc3)CC2)cn1	i
C=CCSc1nnc2c(n1)OC(c1ccc(F)cc1)N(C(C)=O)c1ccccc1-2 (centres undefined)	i
CCCCN(CC)S(=O)(=O)c1ccc2[nH]c(=O)cc(C(=O)O)c2c1	i
Cc1nn(-c2ccc(F)cc2)c(C)c1Cn1ccnc1-c1ccc(CO)o1	i
CCOc1ccc(/C=C2\N=C(c3ccccc3C)OC2=O)cc1	?
Cc1ccc(C)c(CN2C(=O)CSc3ccc(C(=O)NCC4CCCO4)cc32)c1 (centres undefined)	i
COc1ccc(S(=O)(=O)n2c([N+](=O)[O-])cnc2C)cc1OC	i
CCN(CC)c1ccc2cc(-c3nnc(-c4ccccc4Br)o3)c(=O)oc2c1	i
CCN(Cc1nc2ccc(F)cc2[nH]1)CC1CCCN(CCc2cccc(F)c2)C1 (centres undefined)	i
CC(C)c1cc(C(=O)N2CCC3(CN(C)C(=O)O3)C2)no1 (centres undefined)	i
COc1ccc(Cl)cc1NC(=O)C(Cc1ccccc1)N1C(=O)C2C3C=CC(C3)C2C1=O (centres undefined)	i
N#CC1=C(N)Oc2n[nH]c(-c3ccccc3)c2C1c1ccc([N+](=O)[O-])cc1Cl (centres undefined)	i
O=C(O)CCC(=O)Nc1cccc(NC(=O)CCC(=O)O)n1	i
CC(C)Cn1c(CCCO)nc2ccccc21	i
CCN(CC)c1ccc(C2CC(=O)C3=C(C2)Nc2ccccc2NC3c2ccccc2)cc1 (centres undefined)	i
CN(C)C(=O)c1nc(CN2CCC3(CCCO3)CCC2=O)no1 (centres undefined)	?
Cc1cccnc1NC(=O)COc1ccc(C(C)C)cc1	i
CCCc1cc(C(=O)Nc2ccc(F)cc2F)no1	i
OC(CN1CCN(C/C=C/c2ccccc2)CC1)Cn1c2ccccc2c2ccccc21 (centres undefined)	?
O=C(NCc1cnn(Cc2ccccc2)c1)c1cn(C2CCCCCC2)nn1	i
Cc1nc(N2C(=O)C(O)=C(C(=O)c3cccs3)C2c2ccccc2F)sc1C (centres undefined)	i
COc1ccc(CCn2cnc3sc4c(c3c2=N)CCCC4)cc1OC	i
O=C(NCc1ccco1)c1cc(-c2ccc(Cl)cc2)on1	i
CC(=O)NCCNC[C@@H]1C=C(C)[C@H](Cc2nnc(C(C)(C)C)o2)C[C@H]1C(C)C	i
N#CC1C(N)=NC(SCC(=O)Nc2nccs2)=C(C(N)=O)C12CCCCC2 (centres undefined)	i
COc1cccc(NC(=O)c2ccc(=O)n(Cc3ccccc3C)c2)c1	i
COc1cc(OC)c(OC)cc1/C=C1\N=C(c2ccc(OC)c([N+](=O)[O-])c2)OC1=O	i
c1ccc(NCc2nc3ccccc3n2CCOc2ccccc2)cc1	?
Cn1c(=O)[nH]c(=O)c2c1nc(CN1CCN(Cc3ccccc3)CC1)n2CCCc1ccccc1	i
Cc1ccc2nc3c(c(N)c2c1)CCN3c1ccccc1	?
CN1CCn2nc(C(=O)N(C)Cc3nc4ccc(Cl)cc4[nH]3)cc2C1	i
CN(Cc1ccoc1)c1nc(-c2cccnc2)nc2c1cnn2C	i
CCCOC(=O)C1=C(C)NC2=C(C(=O)C(C(=O)OC)C(C)C2)C1c1cccc(Cl)c1 (centres undefined)	i
Cc1cccc(-c2cnc(-c3ccncc3)nc2C2CCN(C(=O)c3ccoc3)CC2)c1	?
COc1ccc(NS(=O)(=O)c2ccc(NC(=O)c3cccnc3)cc2)nn1	i
Cc1c(C(=O)NC2CCCC2)oc2ccc(S(=O)(=O)N3CCC(C)CC3)cc12	i
Cc1nc2c(oc3nc(-c4ccoc4)c4c(c32)CC(C)(C)OC4)c(-c2ccccc2)c1C(=O)O	?
CCN(CC)S(=O)(=O)c1cc(C(=O)Nc2cccnc2)ccc1Br	i
COc1cc2c(C(=O)NCCCN3CCN(C)CC3)cn(C)c(=O)c2cc1OC	i
O=C(Nc1ccc(S(=O)(=O)Nc2nccs2)cc1)c1cnc2n(c1=O)CCS2	?
Cc1cccc2[nH]c(C3CCCN3Cc3ccc(S(C)(=O)=O)cc3)nc12 (centres undefined)	?
CCn1ccnc1CN(C)C(=O)c1cc(C)ccc1OC1CCN(Cc2ccncc2)CC1	i
COc1cc(NC(=O)COc2cc(C)ccc2C)c(OC)cc1Cl	i
COc1ccc(C(=O)N[C@@H]2CN(C(=O)Nc3ccc(F)cc3)CCC[C@H]2O)cc1	?
COc1ccc(CNS(=O)(=O)c2ccc3[nH]c(=O)sc3c2)c(OC)c1	i
O=S(=O)(NCc1ccccc1)N1CCc2[nH]nc(C3CCC3)c2C1	i
COc1cc(C(=O)NCc2nc3cccnc3n2Cc2ccc(C)cc2)cc(OC)c1OC	?
COc1cccc(C2C(C(=O)Nc3ccc(C)cn3)=C(C)NC3=C2C(=O)CCC3)c1OC (centres undefined)	i
Going on with the list:
SMILES	ST2 IL33 inh
COc1ccccc1CNc1ccc2c(c1)ncn2-c1ccccc1OC	?
Cc1ccccc1NC(=O)COc1cc(C)c(Br)c(C)c1	i
Nc1nc2n(n1)C(c1ccco1)CC(c1ccc(Br)cc1)N2 (centres undefined)	?
Cc1cc(=O)oc(C)c1C(=O)NCCC1=CCCCC1	i
CC(=O)Nc1ccc(-c2ccc(=O)n3c2[C@@H]2C[C@@H](CN(C(=O)Nc4cccc(C#N)c4)C2)C3)cc1	i
CC(=O)N[C@@H]1c2ccccc2C2(CCN(Cc3cccc4nccnc34)CC2)[C@H]1OCc1ccccc1	?
COc1ccc(Cn2c(C(C)OC)n[nH]c2=O)cc1 (centres undefined)	?
COc1cc(NC(=O)c2ccc(Cl)cc2)nc(OC)n1	i
O=C(c1cc2ccccc2oc1=O)N1CCSC1c1ccc([N+](=O)[O-])cc1 (centres undefined)	i
COc1ccc(S(=O)(=O)Nc2ccc(F)cc2F)cc1OC	i

6 structures from above, sorted by length of the SMILES, low to high.
SMILES	ST2 IL33 inh
Cc1cc(=O)oc(C)c1C(=O)NCCC1=CCCCC1	i
COc1cc(NC(=O)c2ccc(Cl)cc2)nc(OC)n1	i
COc1ccc(S(=O)(=O)Nc2ccc(F)cc2F)cc1OC	i
COc1ccccc1CNc1ccc2c(c1)ncn2-c1ccccc1OC	?
O=C(c1cc2ccccc2oc1=O)N1CCSC1c1ccc([N+](=O)[O-])cc1 (centres undefined)	i
CC(=O)N[C@@H]1c2ccccc2C2(CCN(Cc3cccc4nccnc34)CC2)[C@H]1OCc1ccccc1	?

2 compounds picked at random from those above, as already listed:
SMILES	ST2 IL33 inh
Cc1cc(=O)oc(C)c1C(=O)NCCC1=CCCCC1	i
COc1cc(NC(=O)c2ccc(Cl)cc2)nc(OC)n1	i

New compounds follow
SMILES	ST2 IL33 inh
O=C1c2ccccc2C(=O)N1CNc1ccccc1F	i
COc1cccc(-c2ncnn2-c2cccc(Cl)c2C)c1	?
O=c1[nH]c2c(n1-c1ccccc1)C=Nc1ccccc1N2	?
COc1ccccc1N1CCN([C@@H]2[C@H](O)[C@H](CO)O[C@@H]2CNC(=O)Nc2ccc(F)cc2F)CC1	?
CC1Cc2cc(C(=O)NCc3cnn4ccccc34)ccc2O1 (centres undefined)	?
COc1ccc(Cl)cc1NC(=O)c1cccs1	i
COC(=O)c1c(NC(=O)C2CCCCC2)sc2c1CCN(Cc1ccccc1)C2	i
O=C(Nc1ccc(F)cc1)c1ccc(Br)cc1	i
CN(CCCNC(=O)C1CCN(c2ccc(-c3cccs3)nn2)CC1)Cc1ccccc1	i
O=c1[nH]c2ccc(S(=O)(=O)Nc3ccc(Cl)cc3)cc2s1	i
COCCN(Cc1cccs1)Cc1cccc2cnccc12	i
N#CCCCSc1nnnn1-c1ccccc1	i
CC(C)(O)C#CC1(C)CCCC(C)(C)O1 (centres undefined)	?
COc1cccc(NC(=O)c2cnc3n(c2=O)CCS3)c1	i
CCOc1c(N2CCN(c3ccccc3)CC2)c(=O)c1=O	i
CC1CC(OCC(O)CN2CCN(c3ccccc3F)CC2)CC(C)(C)C1 (centres undefined)	i
COc1ccc2nc(N3CCC(C(=O)N4CCCC4)CC3)sc2c1	i
C=C(C)[C@@H]1CC[C@]2(C)CC[C@]3(C)C(CCC4[C@@]5(C)CC[C@H](O)C(C)(C)C5CC[C@]43C)C12 (some centres undefined)	?
CCN1CCCC1CNC(=O)C1c2ccccc2C(=O)N(C)C1c1cccs1 (centres undefined)	i
CCCN1C(=O)SC(CC(=O)Nc2ccc(Br)cc2)C1=O (centres undefined)	i
COc1ccc2ccccc2c1-c1nccn1CCN1CCOCC1	i
Cc1cccc(C(=O)Nc2c(-c3ccccc3)nc3ccccn23)c1	i
CCOCCCNC(=O)c1cc(=O)[nH]c2ccc(S(=O)(=O)N3CCCCC3C)cc12 (centres undefined)	?
Cc1ccc(OCc2cc(=O)n3oc(C)cc3n2)c(NC(=O)COc2ccccc2F)c1	i
COc1ccccc1Oc1ncccc1CNCc1ccc2c(c1)CCO2	i
NC(=O)C1CCN([C@H]2[C@@H]3OC[C@@H](O3)[C@@H](NCc3ccccc3)[C@@H]2O)CC1	?
CSc1ccc(CN2CCCN(C)CC2)cc1	i
CCc1ccc(NC(=O)c2coc(=O)c3ccccc23)cc1	?
Cc1nc2c(C(=O)N3CCCC3)c[nH]n2c(=O)c1Cc1ccc(F)cc1Cl	i
CCN1C(=O)CSc2ccc(C(=O)NC3CCCCCCC3)cc21	i
COc1ccc(CCN2CC(C(=O)N3CCC(O)(c4ccccc4)CC3)CCC2=O)cc1 (centres undefined)	i
CN1CCNC(=O)C1CC(=O)N1CCN(CCc2ccncc2)CC1 (centres undefined)	i

Assay outcomes (PubChem BioAssay)
